# DAGLB inhibitor: diacylglycerol lipase beta (human) inhibition; HEK293T DAGLB membrane lysate, EnzChek fluorogenic substrate; 340,000 compounds, 0.059% hits; AID 504411; Q8NCG7; inhibition, % at 5.17 µM; in the data active means inhibition above about 34%;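 further: 0% = enzyme with vehicle and 100% = wells lacking enzyme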
# Target sequence (Q8NCG7 whole entry, looked up): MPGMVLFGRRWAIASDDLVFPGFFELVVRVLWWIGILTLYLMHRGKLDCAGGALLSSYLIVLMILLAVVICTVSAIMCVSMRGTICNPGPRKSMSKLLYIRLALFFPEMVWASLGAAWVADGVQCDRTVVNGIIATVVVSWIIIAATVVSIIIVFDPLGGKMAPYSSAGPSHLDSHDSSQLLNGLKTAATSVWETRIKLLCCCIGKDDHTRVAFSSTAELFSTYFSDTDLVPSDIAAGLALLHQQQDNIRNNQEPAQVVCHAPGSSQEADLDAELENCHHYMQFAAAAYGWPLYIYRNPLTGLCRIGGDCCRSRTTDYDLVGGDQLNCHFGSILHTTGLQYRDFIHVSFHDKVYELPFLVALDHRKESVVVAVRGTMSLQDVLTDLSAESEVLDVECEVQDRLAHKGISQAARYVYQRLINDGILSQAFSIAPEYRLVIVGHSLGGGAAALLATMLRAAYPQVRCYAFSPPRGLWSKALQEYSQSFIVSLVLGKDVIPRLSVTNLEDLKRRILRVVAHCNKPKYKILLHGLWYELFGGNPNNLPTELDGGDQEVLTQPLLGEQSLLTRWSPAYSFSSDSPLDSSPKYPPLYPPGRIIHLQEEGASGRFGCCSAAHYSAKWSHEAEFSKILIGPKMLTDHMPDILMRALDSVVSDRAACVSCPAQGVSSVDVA
# CAL PDZ inh: blocks peptide binding to human CAL PDZ domain. 330,000 compounds, 0.02% hits. inhibition, % at 20 µM. Q9HD26. purified CAL PDZ, TMR-peptide fluorescence polarization, 1 h;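 active means highest replicate inhibition of at least 40%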;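 further: plate controls were DMSO neutral control wells for no effect and unlabeled competitor peptide control wells for full effect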
#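 material = purified tagged CAL PDZ domain construct (CerCALP) | compound dosing = 20 µM, one dose | times = 1 h at RT | measured by = fluorescence polarization from S- and P-plane intensities, G-factor corrected | read-out = inhibition from polarization loss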
# PvdQ inh: P. aeruginosa PvdQ acylase inhibition; purified PvdQ acylase, fluorescence plate reader; inhibition, % at 10 µM; 340,000 compounds, 0.063% hits; AID 488965; in the data active means inhibition above about 30%, passing the limit was not always enough; inconclusive means no clear call, values can overlap the other calls;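 further: 0% = vehicle neutral wells and 100% = reference inhibitor wells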
# Ecoli viability: counter-screen for AddAB inhibitors: E. coli growth inhibition | inhibition, % at 11.9 µM | 330,000 compounds, 0.27% hits | E. coli V3065 growth, OD600 absorbance, 18 h;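 active means inhibition above the campaign's mean inhibition across all tested compounds plus 3 SD, cut at about 9.9% in these data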;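 further: uninfected addAB+ strain grown without phage in ampicillin broth; 0% = DMSO wells and 100% = ciprofloxacin 0.95 µg/ml wells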
# AddAB inh: less growth of phage-infected E. coli with AddAB; E. coli expressing H. pylori AddAB, absorbance growth; inhibition, % at 11.9 µM; 330,000 compounds, 0.29% hits; AID 435030; in the data active means inhibition above about 12%;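 further: 0% = vehicle wells of infected cells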
# PfHsp90 set2: inhibits growth of yeast expressing Plasmodium falciparum Hsp90; S. cerevisiae expressing PfHsp90, BacTiter-Glo ATP, 48 h; yeast lacking PDR1 and PDR3 efflux regulators; inhibition, % at 9.4 µM; 310,000 compounds, 0.32% hits; AID 504621;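 active means every replicate shows inhibition above about 80%, whatever the replicate mean, limit read from the data; inconclusive means mean inhibition reaches the set limit but some replicate falls short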;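 further: 0% = DMSO neutral controls and 100% = 20 µM radicicol positive controls; yeast relying on Plasmodium falciparum Hsp90 in place of its own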
# Wnt act: activates Wnt/beta-catenin signaling in a reporter cell assay | activation, % at 9.35 µM | activator, plate reader | 300,000 compounds, 1.2% hits; in the data active means activation above about 30%, passing the limit was not always enough; inconclusive means no clear call, values can overlap the other calls;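 further: 0% = neutral control wells and 100% = positive control wells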
# phage Ecoli inh: E. coli growth loss with phage present; inhibition, % at 11.9 µM; 360,000 compounds, 0.26% hits; AID 651602; growth absorbance; in the data active means inhibition above about 11%
# Rtt109 HAT inh: blocks Candida albicans Rtt109/Vps75 acetyltransferase activity; Q5AAJ8; purified Rtt109/Vps75, ThioGlo CoA-SH fluorescence, 4 h; inhibition, % at 34.9 µM; 330,000 compounds, 0.16% hits;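 active means inhibition of at least 50% in every replicate; inconclusive means best replicate reaches 50% inhibition but some replicates fall short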
# Target sequence (Q5AAJ8 whole entry, looked up): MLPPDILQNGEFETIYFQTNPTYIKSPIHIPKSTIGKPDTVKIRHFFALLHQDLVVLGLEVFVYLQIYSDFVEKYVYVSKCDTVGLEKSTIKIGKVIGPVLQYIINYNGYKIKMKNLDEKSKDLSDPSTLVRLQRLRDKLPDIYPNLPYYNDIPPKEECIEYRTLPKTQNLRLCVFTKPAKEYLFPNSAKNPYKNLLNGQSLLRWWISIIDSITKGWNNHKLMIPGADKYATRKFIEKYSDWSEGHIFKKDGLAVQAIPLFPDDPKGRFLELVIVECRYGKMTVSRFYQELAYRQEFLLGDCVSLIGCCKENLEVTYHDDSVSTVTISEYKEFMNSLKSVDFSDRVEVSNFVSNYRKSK
# Tat transport: blocks Tat-dependent protein export in E. coli; E. coli MC4100 TorA-mCherry Tat export, fluorescence; inhibition, % at 10 µM; 340,000 compounds, 0.036% hits;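 active means mean replicate inhibition at least 50% and at least half of replicates individually reaching 50%; inconclusive means only one of the two criteria met; inactive means neither criterion met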;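 further: exported cargo escapes ClpAP degradation while cytoplasmic cargo is degraded and loses fluorescence; 0% = median of neutral control wells and 100% = median of NaSCN control wells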
# Active calls of the source: *; ? = inconclusive; · = not tested or not shown.
SMILES,DAGLB inhibitor,CAL PDZ inh,PvdQ inh,Ecoli viability,AddAB inh,PfHsp90 set2,Wnt act,phage Ecoli inh,Rtt109 HAT inh,Tat transport
O=S(=O)(CC(CN1CCCCC1)N1CCCCC1)c1ccccc1 (stereo unspecified),2,-2.7,-7,-0.3,-1.2,9,-1,3.0,0,-4
CN(C)CCn1c2c(c(SCC(=O)Nc3cccc4ccccc34)nc1=O)CCC2,-2,-0.3,-17,-1.6,-4.4,12,-1,0.7,3,7
CCN1CCN(S(=O)(=O)c2ccc(OC)c(NC(=O)c3ccccc3F)c2)CC1,3,-3.0,-6,1.3,0.6,31,2,0.7,1,-3
CC(C)(O)C#Cc1ccc(C(=O)Nc2ccc3c(c2)OCO3)s1,0,-3.8,5,2.3,3.4,13,31*,-0.5,2,-11
CCc1ccccc1C1C(=O)c2ccccc2C1=O,-1,-4.7,-11,-1.1,1.0,-11,-3,1.8,10,9
O=C(CCNC(=O)C1CCN(S(=O)(=O)c2ccc(F)cc2)CC1)Nc1nccs1,-3,0.0,11,0.8,0.6,-11,-1,1.7,6,?
CN1CCN(c2ccc(C(=O)c3ccccc3)cc2[N+](=O)[O-])CC1,2,-0.7,-6,3.5,2.3,6,·,2.6,3,4
CCOC(=O)CNC(=O)C(CO)NC(=O)OCc1ccccc1 (stereo unspecified),1,-6.5,-6,0.2,0.6,-7,·,0.4,-3,2
CCOC(=O)c1c(NC(=O)COC(=O)c2ccc(Cl)nc2)sc(C(=O)N(C)C)c1C,1,-5.4,-9,-0.1,2.6,15,-5,2.7,-2,1
CCOC(=O)C1=C(C)N=C2SCCC(=O)N2C1c1cccs1 (stereo unspecified),-5,0.0,-10,0.5,2.1,-43,-1,2.9,4,1
CCC(CC)NC(=O)Cn1c(C(C)NC(C)=O)nc2ccccc21 (stereo unspecified),2,-0.2,-12,1.7,3.3,13,0,0.9,-5,-9
COc1ccc(OC)c(C(c2c(C)[nH][nH]c2=O)c2c(C)[nH][nH]c2=O)c1,0,-1.0,1,-1.3,-1.6,4,-1,3.6,4,-7
COc1ccc(-c2nc(CS(=O)CC(=O)NCc3ccccc3)c(C)o2)cc1OC (stereo unspecified),1,-1.4,-6,1.6,-0.3,10,2,0.2,-5,4
O=C(c1cccs1)N1CCN(Cc2nc3ccccc3c(=O)[nH]2)CC1,0,-2.3,-10,-3.1,1.2,5,·,0.7,-6,1
O=S(=O)(c1ccc(Cl)cc1)N1CCC(O)(CN2CCN(Cc3ccccc3)CC2)CC1,0,-0.5,-18,-2.8,2.1,20,-1,3.2,·,-1
O=c1cc(CNC2CCCCC2)c2ccccc2[nH]1,1,-3.7,-13,-0.4,-0.4,·,-2,1.8,-6,-11
O=c1c2ccccc2cnn1Cc1n[nH]c(=S)n1-c1ccc(F)c(Cl)c1,4,0.6,3,4.5,1.6,-19,-1,0.6,-6,-3
C/C(CC(O)(/C=N/O)c1ccccc1)=N\O (stereo unspecified),2,-1.5,-15,-0.9,1.5,24,2,0.5,1,4
O=C(N/N=C/c1ccoc1)c1ccccc1,0,-2.0,-16,-0.7,1.1,-20,3,0.9,9,-2
CC(C)CNC(=O)c1ccccc1NC(=O)c1ccc(CN2CCOCC2)cc1,-2,0.4,20,-2.2,-0.5,0,-1,-0.3,5,-6
NC(=O)C1(N2CCCCC2)CCN(C(=O)CSc2nc3ccccc3[nH]2)CC1,-6,-1.3,6,1.0,-0.1,-17,·,3.2,1,13
Cc1sc2nc(SCC(=O)NCCO)n(C)c(=O)c2c1C,0,-1.7,-9,0.5,1.6,·,-6,3.3,-5,10
COC12NC(=O)N(C)C1(OC)C(=O)N(C)C(=O)N2C (stereo unspecified),0,-0.3,7,0.5,-0.1,16,·,3.1,-1,-4
COc1ccc(-c2cc(C(=O)N3CCN(c4ccccc4O)CC3)c3ccccc3n2)cc1,1,-0.7,-13,-0.8,-0.2,-10,7,1.3,-2,3
COc1ccc(N2CCN(CC(=O)NC(=O)NCc3ccccc3)CC2)cc1,0,-0.2,4,0.7,1.3,·,-1,-0.3,-1,-4
COc1ccc(S(=O)(=O)N2CCN(c3ccccc3OC)CC2)cc1OC,-4,·,-20,0.2,1.7,11,·,1.6,1,7
COc1ccc(C(=O)N/N=C\c2coc3ccc(C)cc3c2=O)cc1,1,-1.3,-2,-0.4,-0.2,-9,2,0.4,15,12
O=C(NC(=S)NCCC1=CCCCC1)c1ccco1,-10,-0.8,-15,-1.2,-1.2,-39,·,5.4,2,5
CC1CCCCN1Cc1c(O)ccc2c(=O)c(-c3ccc(Br)cc3)coc12 (stereo unspecified),-2,-0.8,-6,·,·,4,4,0.9,5,-3
COC(=O)c1ccc(NC(=O)C2CCCN(S(C)(=O)=O)C2)cc1 (stereo unspecified),-1,0.3,10,-1.8,0.6,0,0,2.0,-16,-16
C/C(O)=C\c1nc(=O)c2c(C)cc(C)nc2n1-c1ccccc1,0,-2.1,-9,4.0,3.1,2,·,-1.0,-4,3
O=S1(=O)c2c(F)cccc2O[C@@H](COCc2ccccc2)CN1CCc1ccc(F)cc1,-13,0.5,-13,·,·,-32,-3,2.2,2,6
CN(C)c1nc(Cl)nc(NCCOc2ccccc2)n1,-5,-2.2,1,1.6,0.6,22,·,3.3,26,3
CN(CC(=O)Nc1ccc(OC(F)(F)F)cc1)C(=O)Cn1c(=O)cnc2ccccc21,-3,-0.2,12,1.8,0.3,8,-1,1.2,0,4
CC(NC(=O)c1cc(COc2c(F)cccc2F)on1)c1cnn(-c2ccccc2)c1 (stereo unspecified),-4,-1.7,-14,-2.7,3.4,4,11,5.3,-2,2
COc1ccc(C(CC(=O)O)NC(=O)OC(C)(C)C)cc1 (stereo unspecified),-4,0.1,-22,0.9,0.5,-4,·,4.1,-3,-4
CC(C)(C)CN1C(=O)C(=O)NC[C@H]1Cc1cccc2ccccc12,-7,0.0,-15,-2.7,1.6,9,-2,-1.8,8,19
COc1ccccc1CNC(=O)C(NS(=O)(=O)c1ccc2c(c1)oc(=O)n2C)C(C)C (stereo unspecified),0,-1.1,8,2.1,1.6,-5,-5,3.6,26,-10
CCN(Cc1ccccc1)C(=O)Cn1c(C(C)O)nc2ccccc21 (stereo unspecified),0,-0.4,-9,1.2,4.4,19,0,1.8,2,-1
O=C(N/N=C\C=C\c1ccc(Br)cc1)c1ccc2c(c1)OCO2,1,-1.8,-4,1.4,2.0,-47,-2,2.0,-9,5

# A second format for some results above:
smiles | DAGLB inhibitor | CAL PDZ inh | PvdQ inh | Ecoli viability | AddAB inh | PfHsp90 set2 | Wnt act | phage Ecoli inh | Rtt109 HAT inh | Tat transport
CC1CCCCN1Cc1c(O)ccc2c(=O)c(-c3ccc(Br)cc3)coc12 (stereo unspecified) | -2 | -0.8 | -6 | · | · | 4 | 4 | 0.9 | 5 | -3
COC(=O)c1ccc(NC(=O)C2CCCN(S(C)(=O)=O)C2)cc1 (stereo unspecified) | -1 | 0.3 | 10 | -1.8 | 0.6 | 0 | 0 | 2.0 | -16 | -16
C/C(O)=C\c1nc(=O)c2c(C)cc(C)nc2n1-c1ccccc1 | 0 | -2.1 | -9 | 4.0 | 3.1 | 2 | · | -1.0 | -4 | 3
O=S1(=O)c2c(F)cccc2O[C@@H](COCc2ccccc2)CN1CCc1ccc(F)cc1 | -13 | 0.5 | -13 | · | · | -32 | -3 | 2.2 | 2 | 6
CN(C)c1nc(Cl)nc(NCCOc2ccccc2)n1 | -5 | -2.2 | 1 | 1.6 | 0.6 | 22 | · | 3.3 | 26 | 3
CN(CC(=O)Nc1ccc(OC(F)(F)F)cc1)C(=O)Cn1c(=O)cnc2ccccc21 | -3 | -0.2 | 12 | 1.8 | 0.3 | 8 | -1 | 1.2 | 0 | 4
CC(NC(=O)c1cc(COc2c(F)cccc2F)on1)c1cnn(-c2ccccc2)c1 (stereo unspecified) | -4 | -1.7 | -14 | -2.7 | 3.4 | 4 | 11 | 5.3 | -2 | 2
COc1ccc(C(CC(=O)O)NC(=O)OC(C)(C)C)cc1 (stereo unspecified) | -4 | 0.1 | -22 | 0.9 | 0.5 | -4 | · | 4.1 | -3 | -4
CC(C)(C)CN1C(=O)C(=O)NC[C@H]1Cc1cccc2ccccc12 | -7 | 0.0 | -15 | -2.7 | 1.6 | 9 | -2 | -1.8 | 8 | 19
COc1ccccc1CNC(=O)C(NS(=O)(=O)c1ccc2c(c1)oc(=O)n2C)C(C)C (stereo unspecified) | 0 | -1.1 | 8 | 2.1 | 1.6 | -5 | -5 | 3.6 | 26 | -10
CCN(Cc1ccccc1)C(=O)Cn1c(C(C)O)nc2ccccc21 (stereo unspecified) | 0 | -0.4 | -9 | 1.2 | 4.4 | 19 | 0 | 1.8 | 2 | -1
O=C(N/N=C\C=C\c1ccc(Br)cc1)c1ccc2c(c1)OCO2 | 1 | -1.8 | -4 | 1.4 | 2.0 | -47 | -2 | 2.0 | -9 | 5

# Other compounds
SMILES,DAGLB inhibitor,CAL PDZ inh,PvdQ inh,Ecoli viability,AddAB inh,PfHsp90 set2,Wnt act,phage Ecoli inh,Rtt109 HAT inh,Tat transport
COc1ccccc1NC(=O)CSc1nccc(=O)[nH]1,-1,-2.6,-8,2.5,1.4,30,0,·,-5,2
Cc1cc(=O)c2n(Cc3ccccc3Cl)nc[n+]2[nH]1,1,-1.0,-15,-2.4,-0.8,-3,2,2.3,-13,-3
Fc1ccc(C2c3cccn3CCN2C(=S)Nc2cccc(Br)c2)cc1 (stereo unspecified),-4,-0.3,-6,-0.6,0.8,-38,0,3.5,2,-1
Cc1cc(S(=O)(=O)N2CCCC(C)C2)ccc1-n1cnnn1 (stereo unspecified),-2,-0.1,2,3.0,1.8,-14,-2,0.2,0,0
Cc1ccc(C)c(NC2=CC(=O)CC(C)(C)C2)c1C#N,-2,2.0,-5,-1.8,2.9,17,·,-0.8,-10,-5
CC1=C(C(=O)Nc2ccc(C)cc2)C(c2ccc(C)o2)C2=C(CC(C)(C)CC2=O)N1 (stereo unspecified),4,-3.7,-7,-2.4,0.3,-8,·,1.0,?,-3
Cc1cc(C)n(-c2cccc(Cl)c2C#N)n1,1,-1.6,-6,-0.6,-0.1,-12,2,1.2,9,-16
O=C(NCc1ccco1)C1CCN(S(=O)(=O)c2ccc(-n3cnnn3)cc2)CC1,7,·,9,0.5,-1.1,6,·,1.4,0,1
CCCc1nc(SCC(=O)N2CCC(Cc3ccccc3)CC2)c2c(=O)n(C)c(=O)n(C)c2n1,1,-3.9,2,-1.3,-2.0,-14,1,0.1,10,20
Cc1ccc(Nc2nc(N)nc(CCl)n2)c(C)c1,0,0.1,-7,1.4,3.9,7,14,1.9,0,-3
Cc1ccccc1NC(=O)C12CC3CCC1(C)C3(C)CO2 (stereo unspecified),-1,-1.8,-13,-0.1,0.8,9,2,1.6,·,-4
CC1Oc2ccccc2N(CC(=O)NC2CCCCC2)C1=O (stereo unspecified),-4,-2.2,4,-1.8,2.5,-3,0,-0.3,9,3

# By substructure, the entries above with a tert-butyl group.
SMILES,DAGLB inhibitor,CAL PDZ inh,PvdQ inh,Ecoli viability,AddAB inh,PfHsp90 set2,Wnt act,phage Ecoli inh,Rtt109 HAT inh,Tat transport
COc1ccc(C(CC(=O)O)NC(=O)OC(C)(C)C)cc1 (stereo unspecified),-4,0.1,-22,0.9,0.5,-4,·,4.1,-3,-4
CC(C)(C)CN1C(=O)C(=O)NC[C@H]1Cc1cccc2ccccc12,-7,0.0,-15,-2.7,1.6,9,-2,-1.8,8,19

# An unsorted share of the library (roughly 1.9% active in at least one column).
